Bioassay records as filed in PubChem BioAssay.
PglD inh = PglD (C. jejuni) enzyme inhibition; inhibition, % at 12.5 µM; 360,000 compounds, 0.098% hits; purified PglD enzyme, DTNB colorimetric CoA detection; in the data active means inhibition above about 16%, passing the limit was not always enough; further: strong numbers were not always called active
S100A4 MyoIIA = S100A4-myosin IIA interaction inhibition. P26447. inhibition, % at 10.7 µM. S100A4/TAMRA-MyoIIA peptide fluorescence polarization. 360,000 compounds, 0.14% hits;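 active means mean inhibition of at least 70% across replicates, with every replicate also reaching that level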
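Test system: S100A4 monomer protein. Medium: HEPES buffer with Ca2+, pH 7.2. Reagent: fluorescent myosin IIA peptide, 5 nM. Compound dosing: single-point compound testing. Timing: 5 min between mix addition and reading. Benchmarks: DMSO neutral and TFP positive wells.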
PAX8 inh HTS = PAX8 transcriptional activity inhibition | RMG-I TPO-luciferase reporter, SteadyGlo, 24 h | AID 652154 | inhibition, % at 12.6 µM | 360,000 compounds, 1.2% hits;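 active means mean replicate inhibition at least 60% with every replicate also reaching 60%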;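 further: luciferase light reporting Pax8 driven TPO promoter activity; plate controls were median of neutral control wells for no effect and mitoxantrone controls for full effect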
FN deposition inh = fibronectin deposition inhibition; inhibition, % at 12.6 µM; 350,000 compounds, 0.086% hits; AH1F fibroblasts, Alexa488-fibronectin deposition fluorescence, overnight;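 active means mean inhibition across replicates of 30% or more, regardless of how many single replicates reach that level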;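 further: positive control wells lacked labelled fibronectin entirely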
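material = AH1F fibroblast monolayer depositing Alexa488-labelled fibronectin into matrix | amount = 10000 AH1F cells/well | buffer or medium = DMEM plus 2% serum, read in PBS | incubation = 1 h cell adhesion before compound, then overnight fibronectin incubation | detection = fluorescence at 485 nm excitation, 525 nm emission | evaluation = percent inhibition as loss of matrix-bound fibronectin fluorescence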
PGC1a acetyl inh = lowers PGC1a acetylation signal in U2OS cells; AlphaScreen anti-acetyl-lysine; with virally co-expressed GCN5 acetyltransferase; inhibition, % at 15.6 µM; 350,000 compounds, 0.17% hits; AID 651687;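 active means every replicate shows inhibition of at least 40%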;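 further: 0% = neutral control wells and 100% = positive control wells; some results beyond the cut were filed as inactive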
ERAP1 inh = blocks human ERAP1 aminopeptidase activity; inhibition, % at 10.7 µM; 340,000 compounds, 0.15% hits; recombinant ERAP1, Leu-AMC fluorescence, 60 min;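 active means mean replicate inhibition of at least 30%, or all replicates individually reaching that 30% level; inactive means mean below 30% and not every replicate reaching it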;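 further: 0% = neutral control wells and 100% = L-leucinethiol positive control wells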
Target sequence (Q9NZ08 whole entry, looked up): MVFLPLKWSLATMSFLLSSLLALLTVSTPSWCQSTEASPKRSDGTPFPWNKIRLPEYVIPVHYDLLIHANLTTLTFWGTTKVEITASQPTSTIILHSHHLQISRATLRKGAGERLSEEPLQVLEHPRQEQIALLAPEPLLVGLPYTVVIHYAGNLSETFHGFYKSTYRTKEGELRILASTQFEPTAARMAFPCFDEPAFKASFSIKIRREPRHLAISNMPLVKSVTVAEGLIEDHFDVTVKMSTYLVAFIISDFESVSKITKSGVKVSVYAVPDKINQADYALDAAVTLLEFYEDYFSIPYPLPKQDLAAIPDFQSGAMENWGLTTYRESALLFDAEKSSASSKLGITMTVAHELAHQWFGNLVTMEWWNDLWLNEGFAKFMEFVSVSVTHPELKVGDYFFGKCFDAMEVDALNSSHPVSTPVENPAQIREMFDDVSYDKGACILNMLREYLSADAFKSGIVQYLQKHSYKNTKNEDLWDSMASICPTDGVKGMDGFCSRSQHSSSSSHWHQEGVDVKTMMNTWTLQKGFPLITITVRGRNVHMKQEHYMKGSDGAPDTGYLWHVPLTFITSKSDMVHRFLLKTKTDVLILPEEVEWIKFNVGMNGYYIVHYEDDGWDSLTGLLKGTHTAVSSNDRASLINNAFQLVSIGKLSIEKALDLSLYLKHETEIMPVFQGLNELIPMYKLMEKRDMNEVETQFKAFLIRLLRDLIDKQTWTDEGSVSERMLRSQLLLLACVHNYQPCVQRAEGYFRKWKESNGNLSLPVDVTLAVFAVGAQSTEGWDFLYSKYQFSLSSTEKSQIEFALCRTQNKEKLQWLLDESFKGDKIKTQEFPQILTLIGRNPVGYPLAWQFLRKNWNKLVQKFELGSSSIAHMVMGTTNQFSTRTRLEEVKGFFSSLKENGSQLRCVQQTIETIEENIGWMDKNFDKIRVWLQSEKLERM
LGR2 inh = inhibitors of bursicon-induced Drosophila LGR2 receptor cAMP signaling | HEK293 LGR2, CRE-luciferase, bursicon-stimulated, 4 h | inhibition, % at 9.99 µM | 380,000 compounds, 0.35% hits;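 active means drop in luminescence signal, shown as inhibition above about 50% in the replicate tests, limit read from the data, passing the limit was not always enough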;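 further: agonist challenge used bursicon conditioned medium at about half maximal strength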
EWS-Fli inh = blocks EWS/Fli oncoprotein-driven transcription | inhibition, % at 12.6 µM | A673 NR0B1-luciferase reporter, viability-normalised | 350,000 compounds, 0.67% hits;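 active means mean inhibition of at least 50% after viability correction, with every replicate also passing that limit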;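 further: firefly luciferase signal divided by Alamar Blue viability fluorescence both relative to DMSO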
The depositor's hits bear a star; . = not tested or not shown.

SMILES	PglD inh	S100A4 MyoIIA	PAX8 inh HTS	FN deposition inh	PGC1a acetyl inh	ERAP1 inh	LGR2 inh	EWS-Fli inh
C[C@@H]1CCCCO[C@H](CN(C)S(=O)(=O)c2ccc(F)cc2)[C@@H](C)CN([C@H](C)CO)C(=O)c2cc(NS(=O)(=O)c3ccc(F)cc3)ccc2O1	1	.	-22	0	2	.	3	-10
CC(C)(C)c1ccc(OCCCC(=O)Nc2nnc(C3CC3)s2)cc1	3	-6	-25	-1	-8	1	-8	-3
O=C(COC(=O)/C=C/c1cccc(Br)c1)NC1CCCCCC1	3	-2	-18	-1	3	3	-8	-4
COc1ccc(CNC(=O)c2sc(=O)n(Cc3cc(C(C)=O)ccc3OC)c2C)cc1	5	1	21	0	.	.	-9	-2
Cc1ccc(Cl)cc1NC(=O)Nc1c(C)n(C)n(-c2ccccc2)c1=O	-4	-2	15	.	4	2	7	8
C[C@H]1CN([C@@H](C)CO)C(=O)c2cc(NC(=O)CCCN(C)C)ccc2O[C@H]1CN(C)Cc1ccc(-c2ccccc2)cc1	1	0	0	-2	1	-2	-17	-6
COc1ccc(N(C)S(=O)(=O)c2cccc(C(=O)NCc3ccc4c(c3)OCO4)c2)cc1	0	-4	-3	0	-31	-2	7	6
COC(=O)c1cc(S(=O)(=O)Nc2cc(S(=O)(=O)N(C)C)ccc2C)oc1C	.	-6	-3	-1	.	0	-7	-6
CO[C@@H]1CN(C)C(=O)c2cccc(C#N)c2OC[C@H]2O[C@@H](CC[C@H]2OC)CCN(C)C(=O)[C@H]1C	1	-5	1	2	-13	2	-2	-4
COC(=O)C1CCN(C(=O)CN2C(=O)NC3(CCC(C)CC3)C2=O)CC1 (centres undefined)	.	4	.	-3	16	4	7	-3
CCCC#Cc1ccc([C@@H]2[C@@H](CO)N3CCCCN(S(=O)(=O)Cc4ccccc4)C[C@H]23)cc1	1	1	41	.	-11	0	-1	1
N#Cc1ccc(C23CC4(C2)[C@H](CN(CC2CCCCC2)[C@@H]4c2ccccc2)C3c2ccc(Cl)nc2)cc1 (some centres undefined)	4	-2	-4	-2	.	0	3	-1
COC(=O)c1sccc1NC(=O)C1CC1	.	2	-9	6	.	.	-11	7
O=S(=O)(NC1CCN(Cc2ccccc2)CC1)c1ccc2ccccc2c1	.	0	-24	-4	.	-1	-19	12
CCOC(=O)C(=CNc1cc(C)nn1-c1ccccc1)C(=O)OCC	-11	1	.	.	-8	4	6	.
C[C@H](CO)N1C[C@H](C)[C@@H](CN(C)S(=O)(=O)c2ccc(Cl)cc2)OCc2cn(nn2)CCCC1=O	-2	.	.	-5	-6	.	-3	-5
COc1ccc(NC(=O)CSc2nnc(Cc3ccccc3)c(=O)n2N)c(OC)c1	.	1	1	2	.	-5	-7	9
Cc1ccc(C)c(CN2C(=O)c3ccccc3S(=O)(=O)c3ccc(C(=O)N4CCN(C)CC4)cc32)c1	-5	-2	-5	-6	.	12	15	-3
CC(C)=CC(=O)Nc1nnc(-c2ccc(F)cc2)s1	0	1	.	.	-1	-3	-39	.
CCOc1ccc2[nH]c(C)c(CN3CCOCC3)c(=O)c2c1	-1	-2	.	.	-3	1	-9	4
CO/N=C/C=C1/N(C)c2ccccc2C1(C)C	-1	-3	-8	-6	-3	.	2	-3
O=C(/C=C/c1ccccc1)NC(=S)Nc1ccc(N2CCOCC2)c(Cl)c1	0	-3	8	17	-1	1	-1	7
COc1ccccc1Nc1cc(C)nc2c(C)cccc12	7	1	8	-4	.	5	-17	0
COc1ccc(NC(=O)N(C)C[C@H]2Oc3ccc(NC(=O)CCCCCC(=O)Nc4ccccc4N)cc3C(=O)N([C@@H](C)CO)C[C@H]2C)cc1	.	1	-11	.	3	1	6	-5
CN(C)CC#Cc1ccc([C@@H]2[C@H](CO)N3CCCCN(C(=O)C4CCC4)C[C@@H]23)cc1	-15	2	6	.	0	3	14	-1
CC(C)C[C@H]1COCCS(=O)(=O)N1Cc1cccc(C(F)(F)F)c1	-4	9	-12	-7	-23	5	18	-6
CCOc1ccc(-n2c(SCC(N)=O)nnc2-c2ccco2)cc1	-3	0	8	0	6	-1	-1	9
CCC(=O)N1CCC1(C)C(=O)Nc1cccc(Oc2ccccc2)c1 (centres undefined)	-3	13	5	9	4	-3	-1	3
CCCCN1C(=O)N(c2ccccc2Cl)C(C)(O)CC1(C)C (centres undefined)	.	-1	2	-2	.	-3	0	19
CCCC#Cc1cnc2c(c1)C(=O)N([C@H](C)CO)C[C@H](C)[C@@H](CN(C)C(=O)c1cccnc1)O2	3	-3	.	-23	-7	-7	7	8
C[C@@H]1CCCCO[C@@H](CN(C)S(=O)(=O)c2cn(C)cn2)[C@H](C)CN([C@@H](C)CO)C(=O)c2cc(NC(=O)CCCN(C)C)ccc2O1	0	7	6	.	36	0	9	-8
CCOC(=O)[C@@H]1CCN(Cc2ccccc2)C[C@H]1c1ccccc1	0	-7	-3	7	-2	0	-7	7
CCOC(=O)C1CCCN(c2c(NCCN3CCCCC3CC)c(=O)c2=O)C1 (centres undefined)	-3	0	6	1	1	0	4	-3
CCc1c(C)nc(N2CCN(c3cccc(OC)c3)CC2)[nH]c1=O	-3	-6	21	1	1	-1	8	4
CC(=O)NCCn1c(SCC(=O)NCCc2ccc(S(N)(=O)=O)cc2)nc2ccccc2c1=O	.	1	-10	4	.	1	13	-2
COCC(C)NCc1cccc([N+](=O)[O-])c1 (centres undefined)	-1	-2	.	.	-5	-4	-4	6

Some of these compounds in order of heavy-atom count, falling:
SMILES	PglD inh	S100A4 MyoIIA	PAX8 inh HTS	FN deposition inh	PGC1a acetyl inh	ERAP1 inh	LGR2 inh	EWS-Fli inh
COc1ccc(NC(=O)N(C)C[C@H]2Oc3ccc(NC(=O)CCCCCC(=O)Nc4ccccc4N)cc3C(=O)N([C@@H](C)CO)C[C@H]2C)cc1	.	1	-11	.	3	1	6	-5
C[C@@H]1CCCCO[C@@H](CN(C)S(=O)(=O)c2cn(C)cn2)[C@H](C)CN([C@@H](C)CO)C(=O)c2cc(NC(=O)CCCN(C)C)ccc2O1	0	7	6	.	36	0	9	-8
Cc1ccc(C)c(CN2C(=O)c3ccccc3S(=O)(=O)c3ccc(C(=O)N4CCN(C)CC4)cc32)c1	-5	-2	-5	-6	.	12	15	-3
CCCC#Cc1cnc2c(c1)C(=O)N([C@H](C)CO)C[C@H](C)[C@@H](CN(C)C(=O)c1cccnc1)O2	3	-3	.	-23	-7	-7	7	8
CN(C)CC#Cc1ccc([C@@H]2[C@H](CO)N3CCCCN(C(=O)C4CCC4)C[C@@H]23)cc1	-15	2	6	.	0	3	14	-1
CCOC(=O)C1CCCN(c2c(NCCN3CCCCC3CC)c(=O)c2=O)C1 (centres undefined)	-3	0	6	1	1	0	4	-3
O=C(/C=C/c1ccccc1)NC(=S)Nc1ccc(N2CCOCC2)c(Cl)c1	0	-3	8	17	-1	1	-1	7
CCC(=O)N1CCC1(C)C(=O)Nc1cccc(Oc2ccccc2)c1 (centres undefined)	-3	13	5	9	4	-3	-1	3
CCc1c(C)nc(N2CCN(c3cccc(OC)c3)CC2)[nH]c1=O	-3	-6	21	1	1	-1	8	4
CCOc1ccc2[nH]c(C)c(CN3CCOCC3)c(=O)c2c1	-1	-2	.	.	-3	1	-9	4
COc1ccccc1Nc1cc(C)nc2c(C)cccc12	7	1	8	-4	.	5	-17	0
CC(C)=CC(=O)Nc1nnc(-c2ccc(F)cc2)s1	0	1	.	.	-1	-3	-39	.
CO/N=C/C=C1/N(C)c2ccccc2C1(C)C	-1	-3	-8	-6	-3	.	2	-3
COCC(C)NCc1cccc([N+](=O)[O-])c1 (centres undefined)	-1	-2	.	.	-5	-4	-4	6

Other results.
SMILES	PglD inh	S100A4 MyoIIA	PAX8 inh HTS	FN deposition inh	PGC1a acetyl inh	ERAP1 inh	LGR2 inh	EWS-Fli inh
CCOc1ccc(/C=C2/C(=N)N3OC(C)=CC3=NC2=O)cc1OC	-5	-12	0	-16	5	11	12	-8
COc1ccc(C#Cc2ccc([C@@H]3[C@H]4CN(C(=O)c5ccc(F)cc5)CC(=O)N4[C@H]3CO)cc2)cc1	.	16	.	3	-6	1	23	-9
C[C@@H]1CN([C@@H](C)CO)C(=O)c2cccc(NC(=O)c3cnccn3)c2O[C@@H]1CN(C)C	-1	20	-8	.	-2	-2	-17	-1
CC1CCN(c2nc(Cl)nc(Nc3ccc([N+](=O)[O-])cc3)n2)CC1	.	0	13	-14	5	-1	3	38
O=C(c1ccc(F)cc1)N1CCCCN2[C@H](CO)[C@@H](c3ccc(-c4ccccc4)cc3)[C@H]2C1	2	1	-3	.	-2	-1	1	-5
COc1ccccc1S(=O)(=O)N[C@@H]1CC[C@H](CCn2cc(C3CC3)nn2)O[C@H]1CO	-1	13	-10	-5	2	-1	3	2
NC(=O)CSc1nnc2ccc(-c3ccco3)nn12	.	6	21	-19	14	3	6	26
COc1ccc(C(=O)COC(=O)c2ccccc2C(=O)N(C)c2ccccc2)c(OC)c1	-6	19	-47	-6	0	-2	6	-55
C=C(CN(C)C)C(=O)c1ccc(C)cc1C	.	-1	85*	-3	-72	-2	6	73*
CCN1[C@H](C(=O)NCc2ccccc2)[C@@H](CO)[C@@H]2Cn3c(ccc(-c4ccccc4OC)c3=O)[C@@H]21	-1	0	.	.	.	-3	-12	-7
CC1(C)C(CC(=O)O)CC1C(=O)O (centres undefined)	-1	-1	1	-1	23	3	17	-4
COC(=O)C1=C(C)N(Cc2ccccc2)C(=S)N[C@H]1c1ccc(Br)cc1	5	6	8	0	-14	-2	2	16
Cc1ccc(-c2nc(CS(=O)(=O)CC(=O)N3CCOCC3)c(C)o2)cc1	.	0	3	2	-5	2	-24	.
CCC1(CC)C(C#N)C(=O)NC(=O)C1C#N (centres undefined)	2	-1	-1	-7	6	-2	13	-8
C[C@H]1CCCCO[C@@H](CN(C)C(=O)Cc2ccccc2)[C@@H](C)CN([C@@H](C)CO)C(=O)c2cc(NS(=O)(=O)c3ccc(F)cc3)ccc2O1	3	.	19	.	14	.	3	10
CCOC(=O)C(=NC1CCS(=O)(=O)C1)NNc1ccccc1Cl (centres undefined)	1	-4	1	5	-9	2	3	0
Cc1ccc([C@@H]2CC=C(C(=O)O)[C@H](c3ccc(Cl)cc3)N2S(=O)(=O)c2ccc(C)cc2)cc1	5	-2	-9	-2	-5	21	1	-6
